PLK1 PBD inh: qHTS for Inhibitors of PLK1-PDB (polo-like kinase 1 - polo-box domain): Primary Screen; Plk1 PBD binding of FITC phosphopeptide, fluorescence polarization; Serine/threonine-protein kinase PLK1 (Homo sapiens), P53350; hit rate 2.8% among 360,000; Potency, µM, for inactives: max response, negative = inhibition, most hits filed as inhibitors; also: potency is read from the fitted curve at half-maximal effect; series mostly up to about 57 µM; % is scaled to controls: 0 for no effect and ±100 for the full control effect; nearly all actives have a fitted effect of over 65% in size
WRN inhibitor: qHTS for Inhibitors of WRN Helicase | Bifunctional 3'-5' exonuclease/ATP-dependent helicase WRN (Homo sapiens), Q14191 | WRN helicase unwinding, fluorescent forked duplex, kinetic | Potency, µM (doses to about 114 µM), without a hit: at the top dose activity change, negative = inhibition, hits mostly inhibitors | hit rate 0.46% among 360,000; also: potency is read from the fitted curve at half-maximal effect; % is scaled to controls: 0 for no effect and ±100 for the full control effect; nearly all actives have a fitted effect of over 55% in size
Target sequence (Q14191 whole entry, looked up): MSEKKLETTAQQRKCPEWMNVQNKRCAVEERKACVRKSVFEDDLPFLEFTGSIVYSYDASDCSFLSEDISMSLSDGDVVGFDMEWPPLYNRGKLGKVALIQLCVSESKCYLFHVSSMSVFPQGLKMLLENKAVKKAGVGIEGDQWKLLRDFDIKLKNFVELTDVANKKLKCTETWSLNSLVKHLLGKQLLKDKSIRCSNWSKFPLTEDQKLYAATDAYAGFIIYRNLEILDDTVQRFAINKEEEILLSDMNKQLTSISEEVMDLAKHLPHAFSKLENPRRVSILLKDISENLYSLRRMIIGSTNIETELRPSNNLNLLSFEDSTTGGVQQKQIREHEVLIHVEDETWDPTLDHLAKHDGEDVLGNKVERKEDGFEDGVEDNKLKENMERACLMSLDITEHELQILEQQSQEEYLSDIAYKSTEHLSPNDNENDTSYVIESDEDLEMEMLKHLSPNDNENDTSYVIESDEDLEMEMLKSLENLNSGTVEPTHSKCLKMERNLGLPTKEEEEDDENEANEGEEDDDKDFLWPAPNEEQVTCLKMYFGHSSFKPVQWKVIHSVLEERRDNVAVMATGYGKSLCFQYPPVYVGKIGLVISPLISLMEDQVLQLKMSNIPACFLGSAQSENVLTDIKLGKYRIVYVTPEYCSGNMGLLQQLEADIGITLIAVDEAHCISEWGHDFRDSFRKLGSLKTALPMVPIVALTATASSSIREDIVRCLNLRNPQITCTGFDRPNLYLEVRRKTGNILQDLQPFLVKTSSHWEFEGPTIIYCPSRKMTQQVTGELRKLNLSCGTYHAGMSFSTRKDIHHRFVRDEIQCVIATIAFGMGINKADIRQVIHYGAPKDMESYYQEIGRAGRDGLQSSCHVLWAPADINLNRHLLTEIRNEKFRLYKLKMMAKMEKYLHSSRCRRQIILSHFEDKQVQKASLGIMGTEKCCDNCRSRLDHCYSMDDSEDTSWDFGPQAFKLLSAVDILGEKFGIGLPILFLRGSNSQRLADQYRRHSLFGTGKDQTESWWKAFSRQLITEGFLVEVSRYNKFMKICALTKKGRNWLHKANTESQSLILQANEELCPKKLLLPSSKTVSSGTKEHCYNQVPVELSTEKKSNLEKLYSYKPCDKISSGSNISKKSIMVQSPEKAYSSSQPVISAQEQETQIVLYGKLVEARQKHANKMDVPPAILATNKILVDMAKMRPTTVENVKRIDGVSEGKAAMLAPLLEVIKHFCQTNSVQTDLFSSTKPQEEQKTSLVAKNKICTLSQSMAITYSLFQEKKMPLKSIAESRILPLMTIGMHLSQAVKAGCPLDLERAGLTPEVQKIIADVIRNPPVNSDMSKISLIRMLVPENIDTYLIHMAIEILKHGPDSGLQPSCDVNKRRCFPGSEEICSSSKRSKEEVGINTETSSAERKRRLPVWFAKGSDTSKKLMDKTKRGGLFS
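Fluorescence dequenching readout, ex 525 nm/em 598 nm, kinetic mode: forked duplex DNA (100 nM final) with adjacent fluorophore and quencher unwound by WRN (20 nM final) with 2 mM ATP. Compound preincubation 15 min, room temperature.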
EPAC1 ag: qHTS for Agonist of cAMP-regulated guanine nucleotide exchange factor 3 (EPAC1): primary screen. EPAC1 agonist qHTS, biochemical assay; response scale: 100% = response to 6.5 mM cAMP. Potency, µM (top dose mostly 154 µM), inactives show at the highest dose activation, most hits filed as activators. hit rate 0.073% among 360,000; also: potency is read from the fitted curve at half-maximal effect; nearly all actives have a fitted effect of over 60% in size
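Normalized to 6.5 mM cAMP, activity reflects EPAC1-catalysed release of BODIPY-GDP from Rap1B, followed kinetically over 30 min at 480 nm excitation, 540 nm emission. Reaction contained 100 nM EPAC1, 250 nM Rap1B-BODIPY-GDP, 50 uM GDP.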
CCT chaperon mod: High-Throughput Screening for Modulators of Cytosolic Chaperonin Activity | activity change, % (concentration not given with the values), hits read low | AID 651819, 2012 | hit rate 0.3% among 360,000 | purified chaperonin ATPase assay, HTRF ADP detection, 30 min; in the data active = activity change below about -30%; also: % is scaled to controls: 0 for no effect and ±100 for the full control effect
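Enzyme 40 or 20 nM (batch-dependent) in Tris pH 7.4/KCl/MgCl2/DTT; cpd 76 uM single point; ATP 10 uM; 30 min 37 °C; Transcreener ADP HTRF detection, 30 min RT; ratio 665/615.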
Mm-Cpn inhibitor: Inhibitors of TCP-1 ring complex (TRiC) of Methanococcus maripaludis (MmCpn): qHTS. Chaperonin Mm-Cpn (Methanococcus maripaludis). purified Mm-Cpn ATPase, ADP Transcreener TR-FRET. hit rate 0.031% among 330,000. Potency, µM (series often up to 76.9 µM), for inactives: at the top dose activity, negative = inhibition, usual class: inhibitors. AID 504842, 2011; also: potency is read from the fitted curve at half-maximal effect; % is scaled to controls: 0 for no effect and ±100 for the full control effect; nearly all actives have a fitted effect of over 80% in size
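Compound-treated chaperonin, 25 nM final, turns over 10 uM ATP at 37°C for 30 min following a 10 min preincubation; ADP generated competes with ADP-d2 for Eu-cryptate antibody, lowering FRET.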
PI5P4K alpha inh: qHTS for Inhibitors of phosphatidylinositol 5-phosphate 4-kinase (PI5P4K). PI5P4Kalpha enzyme, ADP-Glo luminescence, 60 min; hits give low values. AID 652105, 2013. hit rate 1.2% among 330,000. max response, %. Phosphatidylinositol 5-phosphate 4-kinase type-2 alpha (Homo sapiens), P48426; active = max response of -50% or lower; inconclusive = between -30% and -50%; inactive = -30% or higher; also: value at the top dose of about 77 µM; % is scaled to controls: 0 for no effect and ±100 for the full control effect
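Enzyme plus substrate dispensed, test compounds pinned in, then ATP (5 microM final) added. After 60 min at RT, ADP-Glo reagent 1 for 45 min and reagent 2 for 30 min preceded luminescence imaging.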
EPAC2 antagonist: qHTS for Antagonist of cAMP-regulated guanine nucleotide exchange factor 2 (EPAC2): primary screen. Rap guanine nucleotide exchange factor 4 (Homo sapiens), Q8WZA2. Potency, µM (highest dose often 114 µM), inactives show top-dose activity, negative = inhibition, actives largely listed as inhibitors. EPAC2 GEF exchange of Rap1B-BODIPY-GDP, fluorescence. hit rate 0.18% among 360,000; also: potency is read from the fitted curve at half-maximal effect; % is scaled to controls: 0 for no effect and ±100 for the full control effect; nearly all actives have a fitted effect of over 45% in size; many of its hits are not listed in these tables
EPAC1 antagonist: qHTS for Antagonist of cAMP-regulated guanine nucleotide exchange factor 3 (EPAC1): primary screen; Rap guanine nucleotide exchange factor 3 (Homo sapiens), O95398; EPAC1 GEF assay, Rap1b-BODIPY-GDP exchange fluorescence; Potency, µM (top dose mostly 115 µM), for the others: top-dose activity change, negative = inhibition, most hits filed as inhibitors; hit rate 0.14% among 360,000; AID 720709, 2013;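 also: potency is read from the fitted curve at half-maximal effect; plate controls were vehicle for no effect and positive control for full effect; nearly all actives have a fitted effect of over 50% in size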
Starred values were filed as active, the others as inactive; ? = inconclusive; nt = not tested or not shown; [ ] = another dose, or the depositor's remark. Unless noted, calls follow the shape of the dose curve; as a rule, active = well fitted curve in the direction sought with a large enough effect; inconclusive = small, poorly fitted or top-dose-only effect, or another doubt; inactive = no such curve, though single readings can be large; an effect the other way counts as inactive or inconclusive.

SMILES	PLK1 PBD inh	WRN inhibitor	EPAC1 ag	CCT chaperon mod	Mm-Cpn inhibitor	PI5P4K alpha inh	EPAC2 antagonist	EPAC1 antagonist
COc1ccc(C2CC(=O)Oc3c2c(=O)n(C)c2ccccc32)c(OC)c1OC (configuration not stated)	?	9%	-11%	1.1	1%	-3	9%	1%
CC1=NN(c2ccc(C(F)(F)F)cn2)C(=O)C1	-18%	1%	-22%	-1.7	-2%	0	-6%	-4%
COc1cc(C(=O)Nc2cccnc2)cc(OC)c1OC	-21%	-33%	7%	-3.7	1%	-5	-4%	-23%
CCNc1cc(S(=O)(=O)C(F)(F)F)ccc1N	-1%	-6%	-13%	-0.6	0%	1	3%	-1%
O=C1OCc2cccc3cccc1c23	-19%	-11%	4%	-3.1	-2%	nt	-19%	-1%
O=Cc1ccc(Oc2cccc(C(F)(F)F)c2)nc1	-1%	6%	-4%	0.4	2%	-6	-3%	5%
NNC(=O)COc1cccc(C(F)(F)F)c1	-16%	11%	-4%	-4.0	1%	-2	1%	-6%
COc1ccc(CCNC(=O)C2CCN(S(=O)(=O)c3ccc(NC(C)=O)cc3)CC2)cc1OC	-5%	5%	-8%	1.2	-2%	1	5%	6%
CSCCC1NC(=O)C(C(C)=NNC(N)=O)=C1O (configuration not stated)	-5%	7%	-4%	2.9	nt	1	16%	3%
COc1ccc(C2C(C(C)=O)=C(O)C(=O)N2CCCn2ccnc2)cc1 (configuration not stated)	-6%	-4%	-1%	0.5	-1%	nt	-2%	-5%
CCCn1nc2cc(C(=O)NCc3ccccc3OC)ccc2c1OCC	-15%	?	-23%	-1.2	-1%	0	2%	4%
O=C(c1cc([N+](=O)[O-])ccc1N1CCCC1)N1CCCC1	-7%	0%	10%	0.0	1%	4	3%	0%
CN1CCN(C(=S)c2cn(CCOc3ccccc3F)c3ccccc23)CC1	?	-6%	5%	-3.1	0%	2	-5%	-1%
CCC1Oc2ccccc2N(CC(=O)NC2CCCC2)C1=O (configuration not stated)	-3%	7%	-1%	-0.3	-5%	0	0%	-1%
CCOc1cc(/C=C2/N=C(C)C(C(=O)OC)=C2O)ccc1O	39%[activator]	-7%	2%	0.2	-9%	0	-7%	-11%
Cc1ccc(S(=O)(=O)N(CC(=O)NCC2CCCO2)Cc2ccc(F)cc2)cc1 (configuration not stated)	-8%	1%	1%	-2.2	0%	-10	2%	6%
COC(=O)[C@]1(C)CCC[C@@]2(C)C3CC[C@]4(OC(C)=O)C[C@@]3(CCC21)CC4=NO (some centres not stated)	-9%	0%	-6%	-1.3	3%	5	-4%	-5%
COC(=O)[C@@]1(Cc2ccccc2)[C@H]2C(=O)N(Cc3ccccc3)C(=O)[C@H]2[C@H]2CN(C)C(=NCc3ccccc3)N21	-4%	0%	9%	0.8	nt	-3	1%	-13%
CCOC(=O)Nc1oc2ccccc2c(=O)c1C	2%	9%	-2%	-1.6	0%	-1	15%	18%
Cc1cc(C)c(S(=O)(=O)NCc2cn3c(C)csc3n2)c(C)c1	-3%	3%	-2%	-0.6	-1%	2	9%	9%
Cc1sc2ncnc(-n3nnc4ccccc43)c2c1C	-19%	6%	-6%	0.0	?	0	-1%[57.1 µM]	-18%
O=c1c(-c2ccccc2)nc2ccccc2n1C(CCc1ccccc1)c1nc2ccccc2[nH]1 (configuration not stated)	-9%	0%	10%	nt	nt	1	2%	4%
CC1CN(C(=O)CCC(=O)NC2CCCCC2)c2ccccc2S1 (configuration not stated)	1%	2%	-5%	0.4	0%	-2	6%	-11%
CC(C)NC(=S)NC(=O)/C=C/c1ccc(F)cc1	-2%	3%	-3%	1.6	-1%	0	13%	3%
O=C1c2ccccc2NC(c2ccc(-c3cccc(Cl)c3)o2)N1O (configuration not stated)	-23%	-2%	19%	-0.2	1%	nt	6%	7%
Cc1ccc(CNC(=O)c2ccc(Cn3nc(C)cc3C)o2)cc1	0%	1%	-18%	-73*	-1%	1	10%	2%
Cc1cc(C)nc(SCc2nnc(SCC(=O)OC3CCCCC3)o2)n1	-10%	5%	-2%	3.0	2%	-4	16%	0%
CCN(c1ccc(OC)cc1)S(=O)(=O)N1CCCC(C(=O)NCc2ccccc2Br)C1 (configuration not stated)	-12%	-12%	4%	-1.7	2%	8	-7%	-10%
Cc1ccccc1C(=O)NNc1ncnc2c1cnn2C	-21%	-8%	3%	3.3	-2%	2	14%	15%
COc1ccc([C@H]2C=C(C(=O)O)O[C@@H](OCc3ccc(CO)cc3)C2)cc1	-8%	-1%	1%	-0.6	-3%	-4	2%	-13%

Given with bars between the fields: entries from further up
Molecule | PLK1 PBD inh | WRN inhibitor | EPAC1 ag | CCT chaperon mod | Mm-Cpn inhibitor | PI5P4K alpha inh | EPAC2 antagonist | EPAC1 antagonist
CC1CN(C(=O)CCC(=O)NC2CCCCC2)c2ccccc2S1 (configuration not stated) | 1% | 2% | -5% | 0.4 | 0% | -2 | 6% | -11%
CC(C)NC(=S)NC(=O)/C=C/c1ccc(F)cc1 | -2% | 3% | -3% | 1.6 | -1% | 0 | 13% | 3%
O=C1c2ccccc2NC(c2ccc(-c3cccc(Cl)c3)o2)N1O (configuration not stated) | -23% | -2% | 19% | -0.2 | 1% | nt | 6% | 7%
Cc1ccc(CNC(=O)c2ccc(Cn3nc(C)cc3C)o2)cc1 | 0% | 1% | -18% | -73* | -1% | 1 | 10% | 2%

Additional records.
SMILES	PLK1 PBD inh	WRN inhibitor	EPAC1 ag	CCT chaperon mod	Mm-Cpn inhibitor	PI5P4K alpha inh	EPAC2 antagonist	EPAC1 antagonist
Cc1c(C(=O)N2CCCCC2)c(S(=O)(=O)NCc2ccc(Cl)cc2)c(C)n1C	24µM*	-1%	-1%	-1.3	-3%	-8	-2%	-2%
O=C(N/N=C/c1cccc([N+](=O)[O-])c1)C1CC(=O)N(c2ccc(Br)cc2)C1 (configuration not stated)	-2%	7%	-7%	-0.8	0%	-5	13%	7%
CCCNS(=O)(=O)c1ccc(CCC(=O)NCc2ccc3c(c2)OCO3)cc1	-10%	-12%	7%	3.1	1%	-1	9%	6%
COc1ccc(NC(=O)N(Cc2cccnc2)Cc2ccccc2Cl)c(OC)c1	-10%	-2%	-4%	-2.1	nt	-2	-16%	-13%
Cc1ccc(CNC(=O)CCS(=O)(=O)c2ccc3c(c2)CC(C)N3C(=O)C2CC2)cc1 (configuration not stated)	-4%	10%	8%	-0.4	0%	4	9%	-11%
O=C(CSCc1ccccc1Br)NC1CC1	-3%	9%	-3%	1.5	2%	0	9%	-12%
COc1ccc(NC(=O)N2CCCC2C(=O)NC2CCCC2)cc1 (configuration not stated)	4%	5%[57.1 µM]	-3%	-1.5	0%	-3	9%	-1%
COCCOc1cc(NCc2ccccc2)c2ncn(C(C)C)c2c1	-14%	-5%[11.6 µM]	-2%	-1.5	-2%	-5	4%	-3%
COc1ccc(C(=O)N2CCCC(c3cc(C(=O)NCc4ccccc4)no3)C2)cc1 (configuration not stated)	0%	2%	-10%	0.7	nt	1	-28%	0%
CCN(C(=O)CSc1nnc(-c2ccncc2)n1C)C1CCS(=O)(=O)C1 (configuration not stated)	-2%	7%	-2%	1.5	1%	4	17%	24%
Cc1ccccc1N1CCN(C(=O)c2cc(C3CC3)nn2-c2ccccc2)CC1	-5%	2%	-4%	-0.9	1%	-4	-7%	-4%
CS(=O)(=O)N(CC(=O)Nc1ccc(S(=O)(=O)N2CCOCC2)cc1)c1cccc(F)c1	2%	-4%	8%	-1.2	4%	2	-6%	-28%
COc1cc(S(=O)(=O)N2CCCCCC2)ccc1Cl	-4%	2%	-7%	2.9	2%	4	-2%	7%
COc1cc(C2C(N3C(=O)c4ccccc4C3=O)C(=O)N2c2ccc(C)c(C)c2)cc(OC)c1OC (configuration not stated)	-4%	-3%	0%	-0.4	0%	6	15%	-16%
O=C(c1c(Cl)nc2sccn12)N1CCCc2ccccc21	-7%	-13%	4%	-0.4	-4%	nt	24%	12%

Overlap with the part before: four entries; new compounds follow.
SMILES	PLK1 PBD inh	WRN inhibitor	EPAC1 ag	CCT chaperon mod	Mm-Cpn inhibitor	PI5P4K alpha inh	EPAC2 antagonist	EPAC1 antagonist
CS(=O)(=O)N(CC(=O)Nc1ccc(S(=O)(=O)N2CCOCC2)cc1)c1cccc(F)c1	2%	-4%	8%	-1.2	4%	2	-6%	-28%
COc1cc(S(=O)(=O)N2CCCCCC2)ccc1Cl	-4%	2%	-7%	2.9	2%	4	-2%	7%
COc1cc(C2C(N3C(=O)c4ccccc4C3=O)C(=O)N2c2ccc(C)c(C)c2)cc(OC)c1OC (configuration not stated)	-4%	-3%	0%	-0.4	0%	6	15%	-16%
O=C(c1c(Cl)nc2sccn12)N1CCCc2ccccc21	-7%	-13%	4%	-0.4	-4%	nt	24%	12%
O=Nc1c(O)[nH]c2c(F)cccc12	-11%	-1%	2%	-0.1	1%	2	11%	-6%
NC(=O)CC(NC(=O)c1cccc(Br)c1)c1ccc(NC2CCCCCCCCCCC2)c([N+](=O)[O-])c1 (configuration not stated)	6%	1%	8%	-1.3	-2%	15	10%	-2%
CN(C)C(CNC(=O)CNC(=O)Cc1cccc2ccccc12)c1ccccc1 (configuration not stated)	-5%	-7%[57.1 µM]	10%	-2.0	-1%	2	-5%	16%
COc1cccc(-c2c(C(=O)N/N=C/c3ccc(C)o3)nnn2-c2nonc2N)c1	-16%	14%	9%	-0.2	0%	-1	5%	1%
O=S(=O)(NC1CCCCC1Oc1ccccc1)c1ccc(Cl)cc1 (configuration not stated)	-19%	-10%	4%	-3.5	-2%	1	?	?

This is a subset; count on the stated rates, not on these rows.
